ST2 inh: inhibitors of human ST2 (IL1RL1) binding to IL-33, primary screen, biochemical, AlphaLISA; Interleukin-1 receptor-like 1 (Homo sapiens), Q01638; AlphaLISA ST2-Fc/biotin-IL-33 interaction, 1 h; inhibition, % for hits at 17 µM; 2.3% of 78,000 active; AID 1259354, 2018; in the data active = inhibition above about 30%; inconclusive = mostly about 10% to 28%
Target sequence (Q01638 whole entry, looked up): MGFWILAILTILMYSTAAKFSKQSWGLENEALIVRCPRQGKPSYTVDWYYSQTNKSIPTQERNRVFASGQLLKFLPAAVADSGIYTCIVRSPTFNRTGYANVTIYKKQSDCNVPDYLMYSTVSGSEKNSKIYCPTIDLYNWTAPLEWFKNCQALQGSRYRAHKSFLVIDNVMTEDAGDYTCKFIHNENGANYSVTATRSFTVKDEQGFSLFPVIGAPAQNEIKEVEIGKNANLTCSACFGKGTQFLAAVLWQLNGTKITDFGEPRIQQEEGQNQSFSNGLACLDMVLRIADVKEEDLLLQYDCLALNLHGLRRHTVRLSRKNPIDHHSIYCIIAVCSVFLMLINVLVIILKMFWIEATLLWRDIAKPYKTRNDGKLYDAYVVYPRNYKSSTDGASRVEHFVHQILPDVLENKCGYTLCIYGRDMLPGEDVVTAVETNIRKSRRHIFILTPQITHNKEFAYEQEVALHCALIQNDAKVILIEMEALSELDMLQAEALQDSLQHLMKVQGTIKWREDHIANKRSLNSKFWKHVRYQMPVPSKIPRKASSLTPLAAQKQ
* marks the source's active call; other numbers are inactive results; i = inactive; u = inconclusive. The list is partial; the hit share may differ from the screen's.

Start of the listing, in advance, 16 compounds:
SMILES | ST2 inh
Cc1nn(-c2ccccc2)c(C)c1CC(=O)NC(c1nccn1C)C1CC1 (centres undefined) | u
N#CC1=C(N)OC2=C(C(=O)CCC2)C1c1cccnc1 (centres undefined) | i
CC(C)n1c(CN2CCC(C3(C)NC(=O)NC3=O)CC2)nc2ccccc21 (centres undefined) | u
Cc1nc2nc(SCC(=O)NCC3COc4ccccc4O3)nn2c(C)c1Cc1ccccc1 (centres undefined) | u
O=C(COc1ccccc1)N(Cc1ccccc1)c1cccc([N+](=O)[O-])c1 | u
Cc1cc(C)c2[nH]c(=O)c(-c3c(-c4ccccc4)ncn3C3CCNC3)cc2c1 (centres undefined) | i
O=C(OCCCN1C(=O)c2ccccc2C1=O)c1ccc(Cl)cc1 | i
COCC(C)NCCc1csc(-c2ccncc2)n1 (centres undefined) | u
CCn1nc(CO)c2c1CCN(c1nccc(C3CCCC3)n1)C2 | i
CN(C)c1nc2c(c(=O)n(C)c(=O)n2C)n1Cc1ccc(F)cc1 | i
Cc1c[nH]c(CN2CCC(=O)N(CC3CC3)C(C(C)C)C2)c(C)c1=O (centres undefined) | u
O=[N+]([O-])c1cccc2c1OC1(N3CCOCC3)CCCCC1=C2 (centres undefined) | u
O=C(NCc1ccc(-n2cncn2)cc1)c1scc2c1OCCO2 | u
COc1ccc(-n2ccnc2CN2CCC(NS(C)(=O)=O)CC2)cc1 | u
COc1cc([N+](=O)[O-])cc(CN2CCN(c3cc(C)ccc3C)CC2)c1O | 41%*
CCCCCC(=O)N1CC[C@@H](CC(=O)NCc2cccs2)[C@@H](CC)C1 | i

The listing, previewed entries included:
SMILES | ST2 inh
Cc1nn(-c2ccccc2)c(C)c1CC(=O)NC(c1nccn1C)C1CC1 (centres undefined) | u
N#CC1=C(N)OC2=C(C(=O)CCC2)C1c1cccnc1 (centres undefined) | i
CC(C)n1c(CN2CCC(C3(C)NC(=O)NC3=O)CC2)nc2ccccc21 (centres undefined) | u
Cc1nc2nc(SCC(=O)NCC3COc4ccccc4O3)nn2c(C)c1Cc1ccccc1 (centres undefined) | u
O=C(COc1ccccc1)N(Cc1ccccc1)c1cccc([N+](=O)[O-])c1 | u
Cc1cc(C)c2[nH]c(=O)c(-c3c(-c4ccccc4)ncn3C3CCNC3)cc2c1 (centres undefined) | i
O=C(OCCCN1C(=O)c2ccccc2C1=O)c1ccc(Cl)cc1 | i
COCC(C)NCCc1csc(-c2ccncc2)n1 (centres undefined) | u
CCn1nc(CO)c2c1CCN(c1nccc(C3CCCC3)n1)C2 | i
CN(C)c1nc2c(c(=O)n(C)c(=O)n2C)n1Cc1ccc(F)cc1 | i
Cc1c[nH]c(CN2CCC(=O)N(CC3CC3)C(C(C)C)C2)c(C)c1=O (centres undefined) | u
O=[N+]([O-])c1cccc2c1OC1(N3CCOCC3)CCCCC1=C2 (centres undefined) | u
O=C(NCc1ccc(-n2cncn2)cc1)c1scc2c1OCCO2 | u
COc1ccc(-n2ccnc2CN2CCC(NS(C)(=O)=O)CC2)cc1 | u
COc1cc([N+](=O)[O-])cc(CN2CCN(c3cc(C)ccc3C)CC2)c1O | 41%*
CCCCCC(=O)N1CC[C@@H](CC(=O)NCc2cccs2)[C@@H](CC)C1 | i
O=C(Cc1ccccc1)Nc1c(-c2ccccc2)nc2ccccn12 | i
O=c1oc2ccc(Br)cc2cc1-c1nnc(-c2ccccc2Br)o1 | i
COc1ccc(CN2CCC(c3ccccc3Cl)C2)cc1C(=O)O (centres undefined) | u
CC(C)Oc1ccc(-c2nc(C(N)=O)c3c(n2)n(-c2ccc(F)cc2)c(=O)n3C)cc1 | i
CC(C)(C)C(=O)Nc1ccnn1C1CCN(C(=O)CC2=CCCCC2)CC1 | i
Cc1ccc(NC(=O)CNCc2scnc2-c2ccccc2)c(C)c1 | i
COCCCNC(=O)CN1CCN(Cc2ccc(F)cc2Cl)C1=O | i
Cc1ccc(-c2cc(N3CCN(S(=O)(=O)c4cc(C)c(C)cc4C)CC3)ncn2)cc1 | i
CCCCC1CC(CSc2ncn[nH]2)OC1=O (centres undefined) | i
O=C(CN(c1ccc(F)cc1)S(=O)(=O)c1ccccc1)N1CCCCC1 | i
COc1cc(OC)c(OC)cc1C=NCC1OCCc2ccccc21 (centres undefined) | i
Cc1sc(NC(=O)C(C)(C)C)c(C(=O)O)c1C | i
O=C(NCc1ccc2c(c1)OCO2)C1c2ccccc2C(=O)N2CCc3ccccc3C12 (centres undefined) | u
O=C(Cn1nnc(-c2ccccc2Cl)n1)N1CCOCC1 | i
Cc1c(C(=O)N2CCOC(CCc3ccccc3)C2)cnc2cc(=O)[nH]n12 (centres undefined) | u
Cc1cc(C)c(NC(=O)CSc2ccccc2)c(C)c1 | i
N/C(=N/OC(=O)Oc1ccccc1)c1ccccn1 | i
COCC1(NC(=O)C2CCCCn3nnnc32)CCCC1 (centres undefined) | i
CCC(CO)Nc1nc(C)nc2sc3c(c12)CCCC3 (centres undefined) | i
CCOC(=O)C1(CCc2ccccc2)CCN(Cc2cc(CC(C)C)n[nH]2)CC1 | u
CC(=O)N1CCC(N2CC[C@H](c3nnc(-c4ccco4)o3)C2)CC1 | u
O=C1CCCc2c1nc(-c1ccccc1)n2O | i
COc1ccc(-c2nc(SC3CC(=O)N(c4ccc([N+](=O)[O-])cc4)C3=O)n[nH]2)cc1 (centres undefined) | i
c1ccc(-c2nnc([C@H]3CCN(Cc4ccccn4)C3)o2)cc1 | i
COc1ccc(C(O)=C2C(=O)C(=O)N(CCCn3ccnc3)C2c2ccccc2F)cc1 (centres undefined) | i
N#C/C(=C\c1ccc(O)cc1)c1nc(-c2ccc(Cl)cc2)cs1 | u
Cc1c(NC(=O)c2cccc([N+](=O)[O-])c2C)cccc1-c1nc2ccccc2o1 | i
CCCNC(=O)c1cc2nc(-c3ccc(Cl)cc3)cc(C(F)(F)F)n2n1 | i
COc1ccccc1C1CC(c2ccc(Cl)cc2Cl)Nc2nc(N)nn21 (centres undefined) | i

2 successive records out of the list so far, for reference:
SMILES | ST2 inh
CCCNC(=O)c1cc2nc(-c3ccc(Cl)cc3)cc(C(F)(F)F)n2n1 | i
COc1ccccc1C1CC(c2ccc(Cl)cc2Cl)Nc2nc(N)nn21 (centres undefined) | i

The results go on.
SMILES | ST2 inh
O=C(Nc1ccc(OCc2ccccc2)cc1)c1ccc(Br)o1 | i
COc1ccc(C(=O)n2c(=O)oc3cc([N+](=O)[O-])ccc32)cc1 | i
CN(C/C=C/c1ccccc1[N+](=O)[O-])Cc1ccccc1 | u
Oc1cc2c(cc1O)C(c1ccccc1)CNCC2 (centres undefined) | u
O=S(=O)(c1cccc2nonc12)N1CCN(c2ccccn2)CC1 | i
O=C(NC1CCCc2nc(N3CCC(CO)CC3)ncc21)c1ccccn1 (centres undefined) | i
COCC1(C(=O)NCc2cccnc2Oc2ccccc2C)CCC1 | i
Cc1ccc(-n2nc3c(c2NC(=O)c2ccc(OC(C)C)cc2)CS(=O)C3)cc1 (centres undefined) | i
COc1ccc(-n2c(-c3ccco3)nc3c(cnn3-c3ccc(Cl)cc3)c2=O)cc1 | i
CCn1c(C2CCN(CCC(C)c3ccc(C)o3)CC2)n[nH]c1=O (centres undefined) | i
CCc1nc(C)c(C(=O)NCCSc2nnc(C)s2)s1 | i
COc1ccc(CC(=O)NC(C)c2ccccc2)cc1 (centres undefined) | u
O=C(C1CCN(S(=O)(=O)c2cccnc2)CC1)N1CCN(c2cccc(Cl)c2)CC1 | i
COC(=O)[C@H](NC(=O)C1=C[C@@H](NC(=O)Nc2ccc(C)cc2)[C@@H](O)[C@H](O)C1)C(C)C | u
Ic1ccc(OCCCN2CCCC2)cc1 | i
Cc1ccccc1N1CCN(c2ncccc2CNC(=O)NC(C)(C)C)CC1 | i
Cc1ccccc1Cn1c(=O)n(CC(=O)NCc2ccco2)c(=O)c2sccc21 | u
CC/C=C(\C)CN1CCC(CNC(=O)c2cccc(O)c2C)C1 (centres undefined) | i
Cc1ccsc1[C@@H]1CCN(C(=O)CCNC(=O)c2ccccc2F)C[C@H]1O | i
O=C1CCCN1C1CCCN(S(=O)(=O)CCOc2ccc(F)cc2)C1 (centres undefined) | i
CN(C)CCN1CC(C(=O)N(C)Cc2nc3ccc(F)cc3[nH]2)CC1=O (centres undefined) | i
O=C(COc1nsnc1N1CCOCC1)Nc1ccccc1 | i
CN(C)C(=O)N1CCC(C(=O)NC2CC(=O)N(C3CCCCCC3)C2)CC1 (centres undefined) | u
CN(Cc1ccccc1)c1ncccc1CNC(=O)c1ncoc1C1CC1 | u
CC1CCCC2(C1)C(C#N)=C(SCC(=O)Nc1ccc(Br)cc1)NC(=O)C2C#N (centres undefined) | i
CN(CC1COCCO1)S(=O)(=O)NCc1ccccc1 (centres undefined) | i
COc1ccc(CN(C)Cc2nc(-c3ccccn3)no2)c2cccnc12 | u
O=C(NCCc1ccccc1)N1CCCC(Nc2ccc3c(c2)OCO3)C1 (centres undefined) | u
O=[N+]([O-])c1ccc(-c2noc(COc3ccc(Cl)cc3Cl)n2)cc1 | i
CN1CCN(C(=O)c2ccnc(-c3cc(N)nc4[nH]ccc34)c2)CC1 | 30%*
NC(=O)c1ccccc1NC(=O)c1cc(-c2ccc(Cl)s2)nc2ccccc12 | u
CC(C)(O)C#Cc1ccccn1 | i
CC(C)Cn1cc(C(=O)NCC2COc3ccccc3O2)c2c3ccccc3n(C)c2c1=O (centres undefined) | i
Cc1ccsc1CNc1ccccc1C(=O)N(Cc1nccn1C)C1CC1 | u
NC(=O)c1cc(-c2ccco2)nc2ccccc12 | i
CCN1C(=O)NC(=O)/C(=C\c2cn(CC(=O)N3CCOCC3)c3ccccc23)C1=O | i
O=C(Nc1cccc2nsnc12)c1cccnc1 | u
CCOc1ccc(NC(=O)c2ccc(=O)n(Cc3ccc(F)cc3)c2)cc1 | u
O=C(NC1CCCCC1)C1CCN(S(=O)(=O)c2cccc3cccnc23)CC1 | i
O=C(NCc1cccs1)c1ccc(Cn2c(=O)[nH]c3ccsc3c2=O)cc1 | i
O=C(Nc1ccc(-c2nc3ccccc3o2)cc1)C1CCN(C(=O)c2ccccc2)CC1 | u
CCC(=O)c1cc2c(cc1NC(=O)c1ccccc1)OCCO2 | i
CCc1ccccc1S(=O)(=O)N1CCN(c2cc(-c3ccc(OC)cc3)ncn2)CC1 | i
CN(C(=O)c1cccs1)C(Cc1ccccc1)C1CCN(C(=O)C2=CCCC2)CC1 (centres undefined) | i
Cc1cccnc1CC(C)N(C)C(=O)c1ccoc1C (centres undefined) | u
O=C(O)c1cc(N2C(=O)C3C4CCC(C4)C3C2=O)ccc1Cl (centres undefined) | i
CC(C)(C)NC(=O)C1Cc2ccccc2CN1S(=O)(=O)c1ccc(F)cc1 (centres undefined) | i
COc1ccc(C)cc1N(CC(=O)NCc1ccccn1)S(C)(=O)=O | u
CC(C)CCn1c(SCC#N)nc2c(sc3ccccc32)c1=O | i
COc1ccc(C2CC(C(F)(F)F)n3nc(C(=O)NCCc4ccccc4)c(Cl)c3N2)cc1 (centres undefined) | i
Nc1c(C(=O)Nc2ccc(Br)cc2)sc2nc(-c3ccncc3)ccc12 | i
OCC(O)C(O)C(O)c1cnn(-c2ccccc2)n1 (centres undefined) | i
Cc1ccc(Cl)c(C(=O)NC2CCCN(C(=O)C3CC3)C2)c1 (centres undefined) | u
CCCc1nc2ccccc2n1Cc1ccccc1 | i
Cc1ccc(S(=O)(=O)N(CC(=O)NCc2ccccn2)Cc2ccccc2)cc1 | i
O=C(NCc1ccccc1)c1ccc(Br)c(S(=O)(=O)N2CCOCC2)c1 | u
Cc1c(C(=O)N2CCCCC2)oc2ccc(S(=O)(=O)N3CCOCC3)cc12 | i
COc1ccccc1C1N(O)C(C)(C)C(c2ccccc2)=[N+]1[O-] (centres undefined) | i
Cc1cccc(C)c1NS(=O)(=O)c1c(C)[nH]c(=O)[nH]c1=O | i
O=C(CSc1n[nH]c(-c2ccccc2Cl)n1)NC1CCCCC1 | i
The results go on.
SMILES | ST2 inh
CN(CC1CCCCO1)C(=O)c1cc(Cn2cnc3ccccc32)[nH]n1 (centres undefined) | i
O=C(c1cccs1)N1CCN(c2ccc([N+](=O)[O-])cc2)CC1 | u
CCCNC(=O)Cn1c(=O)n(CC2CCC(C(=O)N3CCCC3)CC2)c(=O)c2sccc21 (centres undefined) | i
CCOc1cccc(-c2nc3ccc(OC(C)=O)cc3c(=O)o2)c1 | i
O=C(NCCc1ncc[nH]1)C1CC(=O)N(C2CCCC2)C1 (centres undefined) | i
O=C(NC1CCCC1)c1cc(-c2ccc(Cl)c(Cl)c2)on1 | i
NC(=O)C1CCN(CC(=O)Nc2ccc(Cl)c(Cl)c2)CC1 | i
C[C@]1(O)CC[C@@H]2C(C(=O)O)=CO[C@@H](O[C@@H]3O[C@H](CO)[C@@H](O)[C@H](O)[C@H]3O)[C@@H]21 | i
CC(C)(C)c1nnc(NC(=O)NCC2CC(=O)N(C3CCCC3)C2)s1 (centres undefined) | u
COc1cccc(OC)c1C(=O)OCCN1C(=O)c2ccccc2C1=O | u
O=C(Nc1ccccc1)Nc1nc2ccccc2s1 | u
COc1ccc(CN2C(=O)CCC2(C)C(=O)NCc2cccnc2)c(OC)c1 (centres undefined) | i
Cc1ncc2c(c1CNC(=O)CSc1ncccn1)CCN(C(=O)c1ccc(CC(C)C)cc1)C2 | i
Fc1ccccc1CN1CCN(Cc2cccc3ccccc23)CC1 | u
COc1cc(N)c(Cc2nccc3cc(OC)c(OC)cc23)cc1OC | u
CC(C)c1nc(CN(C)Cc2cc3ccccc3[nH]c2=O)cs1 | i
O=C1/C(=C/c2cc(O)c(O)c(O)c2)Oc2cc(O)cc(O)c21 | i
CCN(CC)C(=O)Cn1c(=O)n(CCCC(=O)NCc2ccc(C)cc2)c(=O)c2sccc21 | u
CCCN1CCC(Cc2noc(C3CCOC(C)(C)C3)n2)CC1 (centres undefined) | i
COc1cccc(NC(=O)O[C@@H]2CO[C@H]3[C@@H]2OC[C@@H]3Nc2nccc(-c3cccc(F)c3)n2)c1 | u
Clc1cccc(CN2CCN(c3ccccn3)CC2)c1 | i
C=CCN(CC=C)S(=O)(=O)c1ccc(C(=O)N=c2sc3cc([N+](=O)[O-])ccc3n2C)cc1 | u

High-throughput results deposited in PubChem by IUPUI and University of Michigan.
